Chronic BCR inh: chronic active BCR signaling inhibition. ABC-DLBCL IkBa-CBG/CBR reporter, luminescence ratio, 4 h. Potency, µM (titrated, usually from 46.1 µM), without a hit: at the top dose ratio change, negative = lower green/red ratio, actives largely listed as inhibitors. 340,000 tested, 0.05% active. AID 493014; active = well fitted inhibition curve with a large enough effect in the signal ratio, with a control signal flat, not every such curve was filed as active; inconclusive = small, poorly fitted or top-dose-only effect, or effect the other way, or a change in a side signal; the % refers to the signal ratio;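 also: potency is read from the fitted curve at half-maximal effect; plate controls were basal doxycycline-induced cells for no effect and cells given 10 µM MG132 for full effect; MG132 reads +100%, hits lower the ratio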
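TMD8 human ABC-DLBCL cells with doxycycline-inducible IκBα–green luciferase fusion and unfused red luciferase, in 0.5% FBS medium; compounds up to 46 uM, 4 h at 37C. Green/red luminescence ratio, filter-overlap corrected, fitted to concentration-response curves.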
S-ASM inh: blocks human secretory acid sphingomyelinase; P17405; placental ASM, HMU-PC fluorogenic substrate, 60 min; Potency, µM (top dose mostly 57.5 µM), for the others: at the top dose activity change, negative = inhibition, hits mostly inhibitors; 340,000 tested, 0.006% active; also: potency is read from the fitted curve at half-maximal effect
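Steps: dispense placental human ASM, pin compound, wait 10 min at room temperature, add HMU-PC0 substrate at 9 uM final, incubate 60 min at 37 °C, add stop solution raising pH to 10, read fluorescence.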
Eya2 phos inh: Eya2 (human) phosphatase inhibition. recombinant Eya2, OMFP fluorescence dephosphorylation (OMFP is methylfluorescein phosphate). Potency, µM (highest dose often 76.9 µM), without a hit: at the top dose activity, negative = inhibition, most hits filed as inhibitors. 330,000 tested, 0.006% active. AID 488837; also: potency is read from the fitted curve at half-maximal effect; % is scaled to controls: 0 for no effect and ±100 for the full control effect
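Eya2 (0.2 uM) preincubated 10 min at ambient with compound, then OMFP substrate added at 50 uM; 10 min reaction in 50 mM HEPES pH 7.5, 50 mM NaCl, 5 uM MgCl2, 0.05% BSA, 1 mM DTT. Fluorescence read at Ex 485/Em 525 nm.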
Mito fusion act: mitochondrial division inhibition or fusion activation; 320,000 tested, 0.23% active; S. cerevisiae fusion-defective mutant growth rescue, CellTiterGlo 48 h; Potency, µM (series often up to 46.1 µM), for the others: top-dose growth rescue (activation), actives largely listed as activators; AID 485298;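 also: potency is read from the fitted curve at half-maximal effect; % of control where 0% means no effect; nearly all actives have a fitted effect of over 45% in size; temperature-sensitive fusion mutants such as fzo1-1 at 37 °C on non-fermentable ethanol glycerol medium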
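Growth-rescue viability read-out: after 48 h at the non-permissive 37C in glycerol/ethanol YPEG, yeast mitochondrial fusion mutants are measured by CellTiterGlo luminescence; compounds (23 nl pinned per well) restoring growth score as division inhibitors or fusion activators.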
TSHR antag: antagonists of human thyroid stimulating hormone receptor; P16473; TSHR-expressing cells, TSH-stimulated cAMP HTRF, 2 h; stronger effect = lower value; activity change, negative = inhibition, % at 11.5 µM; 330,000 tested, 0.2% active;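 active = activity change below a set negative limit, meaning inhibition stronger than a set level, cut at about -70% in these data; inconclusive = activity change between two set negative limits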; also: % is scaled to controls: 0 for no effect and ±100 for the full control effect
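Inhibition of cAMP made by TSHR-expressing cells under TSH stimulation (4nM final, EC80; 2 h, 37 deg C) is quantified with a one-step lysis HTRF kit, anti-cAMP cryptate versus cAMP-d2.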
PKM2 activator: increases activity of human pyruvate kinase M2. AID 1631. P14618. 260,000 tested, 0.34% active. Potency, µM (top dose mostly 57.5 µM), for the others: at the highest dose activation, usual class: activators. purified PKM2, Kinase-Glo ATP luminescence, activation; response scale: 0% is enzyme alone, no compound; also: potency is read from the fitted curve at half-maximal effect; % is scaled to controls: 0 for no effect and ±100 for the full control effect; nearly all actives have a fitted effect of over 55% in size
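hPK-M2, >95% pure; 0.1 mM ADP / 0.5 mM PEP final; imidazole pH7.2 buffer w/ 7 mM MgCl2, 50 mM KCl; 1 h RT; Kinase-Glo lum. Intermediate enzyme activity for dual inhibitor/activator qHTS.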
KCNH2 WT inh: KCNH2 (human, wildtype) channel inhibition; 340,000 tested, 0.37% active; AID 720551; Q12809; U2OS, BacMam KCNH2, thallium flux FluxOr; stronger effect = lower value; activity change, % at 1.84 µM;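 active = maximum activity change below -70%; inconclusive = maximum activity change between -70% and -50%; inactive = maximum activity change above -50%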; also: % is scaled to controls: 0 for no effect and ±100 for the full control effect
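U2OS cells were transduced with wild-type KCNH2 virus (2.03 x 10^8 / mL) for 4 h at room temperature, then cultured overnight at 37 C. Thallium flux was read with FluxOr dye. Rate constants were normalized to DMSO controls.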
USP2a block: USP2a (human) protease inhibition; 330,000 tested, 0.01% active; O75604; USP2 core, Ub-CHOP2 coupled fluorogenic reporter, 485/531; Potency, µM (highest dose often 38.3 µM), inactives show top-dose activity change, negative = inhibition, most hits filed as inhibitors;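 also: potency is read from the fitted curve at half-maximal effect; plate controls were DMSO wells for no effect and full inhibition by NEM control for full effect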
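Cell-free coupled assay: 10nM USP2 core preincubated 30min RT with compound in Tris-HCl pH 8.0/CaCl2/CHAPS buffer, then 25nM Ub-CHOP2 and 25nM reporter substrate; fluorescence (Ex 485/Em 531) read after 60min RT, normalized to NEM inhibition, concentration-response curves fitted.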
Menin-MLL TR inh: menin-MLL binding inhibition, Texas Red mutant peptide; O00255; Menin + Texas Red MLL mutant peptide, fluorescence polarization; Potency, µM (series often up to 61.6 µM), without a hit: at the top dose FP activity change, negative = inhibition, hits mostly inhibitors; 270,000 tested, 0.23% active; AID 1768; active = well fitted inhibition curve with a large enough effect in the polarisation, with a control signal flat, not every such curve was filed as active; inconclusive = small, poorly fitted or top-dose-only effect, or effect the other way, or a change in a side signal; inactive = no such curve, though single readings can be large or run the other way; the % refers to the polarisation; also: potency is read from the fitted curve at half-maximal effect; % of control where 0% means no effect; many of its hits are not listed in these tables
Target sequence (O00255 whole entry, looked up): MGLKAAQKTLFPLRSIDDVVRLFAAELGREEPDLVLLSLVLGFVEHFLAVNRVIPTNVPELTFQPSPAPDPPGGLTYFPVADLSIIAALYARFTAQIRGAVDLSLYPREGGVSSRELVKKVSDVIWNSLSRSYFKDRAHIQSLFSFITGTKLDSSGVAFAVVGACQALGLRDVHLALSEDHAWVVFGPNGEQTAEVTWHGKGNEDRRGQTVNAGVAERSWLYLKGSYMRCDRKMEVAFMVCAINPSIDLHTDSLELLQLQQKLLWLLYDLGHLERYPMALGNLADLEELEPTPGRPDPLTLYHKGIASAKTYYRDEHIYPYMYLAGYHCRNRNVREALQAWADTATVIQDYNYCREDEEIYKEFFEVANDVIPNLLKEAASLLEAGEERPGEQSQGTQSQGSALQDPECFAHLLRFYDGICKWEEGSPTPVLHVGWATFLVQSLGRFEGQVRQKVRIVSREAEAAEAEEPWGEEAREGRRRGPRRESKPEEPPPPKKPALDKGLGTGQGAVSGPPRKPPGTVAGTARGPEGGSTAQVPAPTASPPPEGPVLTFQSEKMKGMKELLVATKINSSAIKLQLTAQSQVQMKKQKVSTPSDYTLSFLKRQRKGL
MBNL1-CUG inh: inhibitors of human MBNL1 binding to CUG repeat RNA | Q9NR56 | TR-FRET MBNL1-His/biotin-(CUG)12 binding, 665/545 ratio | Potency, µM (highest dose often 57.5 µM), for inactives: at the top dose activity change, negative = inhibition, actives largely listed as inhibitors | 280,000 tested, 0.036% active | AID 2675; active = well fitted inhibition curve with a large enough effect in the signal ratio, with a control signal flat, not every such curve was filed as active; inconclusive = small, poorly fitted or top-dose-only effect, or effect the other way, or a change in a side signal; inactive = no such curve, though single readings can be large or run the other way; the % refers to the signal ratio; also: potency is read from the fitted curve at half-maximal effect; % is scaled to controls: 0 for no effect and ±100 for the full control effect
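Ratiometric TR-FRET (665 over 545 nm, excitation 340 nm) tracks disruption of MBNL1-His/biotin-(CUG)12 complex after 60 min at room temperature, with compounds at 92 nM to 58 uM final.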
GALK inhibitor: inhibitors of human galactokinase; Purified GALK, Kinase-Glo residual ATP luminescence; Potency, µM (doses to about 57.5 µM), without a hit: at the highest dose activity change, negative = inhibition, most hits filed as inhibitors; 270,000 tested, 0.007% active; AID 1868; also: potency is read from the fitted curve at half-maximal effect; % is scaled to controls: 0 for no effect and ±100 for the full control effect
Target sequence (P51570 whole entry, looked up): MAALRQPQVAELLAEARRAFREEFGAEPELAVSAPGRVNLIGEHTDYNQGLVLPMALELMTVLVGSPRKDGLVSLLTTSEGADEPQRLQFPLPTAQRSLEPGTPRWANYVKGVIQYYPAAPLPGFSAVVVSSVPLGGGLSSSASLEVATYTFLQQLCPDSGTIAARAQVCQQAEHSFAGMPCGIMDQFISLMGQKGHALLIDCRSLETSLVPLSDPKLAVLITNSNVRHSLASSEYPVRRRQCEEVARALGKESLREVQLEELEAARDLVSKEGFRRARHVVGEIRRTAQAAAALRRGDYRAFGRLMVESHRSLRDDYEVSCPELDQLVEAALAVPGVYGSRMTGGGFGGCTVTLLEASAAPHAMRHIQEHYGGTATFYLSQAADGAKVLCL
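GALK at 5 nM final was combined with compound, 35 uM ATP and 100 uM galactose in HEPES pH8.0 with MgCl2 and DTT. The reaction ran one hour at room temperature before luminescent ATP detection.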
* = called active by the depositor; ? = inconclusive; . = no result given; [ ] = dose if it differs, or a comment. Unless noted, calls follow the shape of the dose curve; as a rule, active = well fitted curve in the direction sought with a large enough effect; inconclusive = small, poorly fitted or top-dose-only effect, or another doubt; inactive = no such curve, though single readings can be large; an effect the other way counts as inactive or inconclusive.

SMILES	Chronic BCR inh	S-ASM inh	Eya2 phos inh	Mito fusion act	TSHR antag	PKM2 activator	KCNH2 WT inh	USP2a block	Menin-MLL TR inh	MBNL1-CUG inh	GALK inhibitor
N/C(=N\OC(=O)c1cccc2ccccc12)c1cccc([N+](=O)[O-])c1	?	-4%	1%	3%	-12	1%	36	0%	64%[activator]	16%	-10%
CCCCCOC(=O)CSc1nnc(-c2cc(OC)c(OC)c(OC)c2)o1	-15%	-11%	-6%	2%	-8	-2%	-8	1%	6%	1%	0%
CC(C)c1nc(CNC(=O)CC2C(=O)NCCN2Cc2cccc(F)c2F)cs1 (stereo unspecified)	-2%	5%	-1%	1%	2	27%	-4	3%	.	7%	-7%
O=C(NC1CCCCC1)N(Cc1nc2ccccc2c(=O)[nH]1)C1CCCCC1	8%	3%	-9%	10%	2	-16%	-3	-1%	-23%	-3%	2%
CC(C)(C)NCC(=O)N/N=C/c1ccc(OCc2ccccc2)cc1	-4%	-1%	-14%	3%	1	2%	6	6%	-6%	16%	0%
COc1ccc(NC(=O)c2cccc(Oc3ccccc3)c2)cn1	?	-5%	-10%	8%	-8	.	-10	0%	33%[activator]	-2%	-1%
O=C(NCC1CCCO1)C(c1cccs1)N(C(=O)c1ccc(CN2CCOCC2)o1)c1ccc(Cl)cc1 (stereo unspecified)	-8%	5%	-7%	-5%	3	-3%	0	-3%	-14%	-11%	-1%
COCCNC(=O)C(c1ccc(C)o1)N(C(=O)c1snc(C(N)=O)c1N)c1ccc(C)c(C)c1 (stereo unspecified)	-6%	219%[activator]	6%	1%	2	-1%	2	-1%	?	15%	0%
O=C(c1ccccc1)c1ccc(OCCCN2CCCCC2)cc1	?	-1%	4%	-2%	-5	-7%	23	0%	-20%	-4%	1%
Cc1cccc(NC(=S)N(Cc2cccs2)Cc2cc3cc(C)ccc3[nH]c2=O)c1	?	-2%	3%	-2%	9	-3%	-2	1%	-14%	-5%	.
O=c1[nH]c(SCc2nc3ccccc3c(=O)n2-c2ccccc2)nc2ccccc12	10%	1%	1%	-1%	9	-1%	-2	0%	-4%	27%	0%
CC(C)C(OC(=O)Cn1nnc2ccccc21)C(=O)NC1CCCC1 (stereo unspecified)	?	5%	19%	3%	13	-10%	-1	0%	-20%	1%	-3%
COc1ccc(CNS(=O)(=O)NCc2ccc(OC)c(OC)c2)cc1OC	-1%	8%	-23%	-5%	-1	1%	9	-2%	-3%	.	-1%
COc1ccccc1-n1c(C)nnc1SCC(N)=O	0%	1%	4%	-1%	-1	2%	21	-2%	8%	7%	0%
O=c1[nH]cnc2nc(-c3ccccc3)c(-c3ccccc3)nc12	9%	345%[activator]	-3%	-3%	-5	-13%	-1	0%	20%	?	-26%
O=C(Nc1ccc(S(=O)(=O)N2CCCCCC2)cc1)c1ccc(Br)o1	0%	-10%	5%	-22%	21	6%	3	3%	?	2%	-5%
Cc1ccc(N=Nc2ccc(O)c3ncccc23)cc1	?	-8%	-2%	17%	3	1%	1	1%	?	5%	2%
CCCN(CC(=O)Nc1cc(Cl)ccc1Cl)C(=O)CN1C(=O)C2CCCCC2C1=O (stereo unspecified)	?	5%	-7%	5%	44	0%	9	0%	.	-5%	-6%
COc1ccc(S(=O)(=O)N(C)CC(=O)NC2CC2)cc1	1%	0%	-7%	-4%	-2	3%	-1	-1%	15%	5%	0%
O=C(Nc1ccc(-c2csc(Nc3ccc(Cl)cc3)n2)cc1)c1cccc(C(F)(F)F)c1	?	3%	10%	16%	9	-4%	13	1%	.	7%	4%
COc1cc(C(=S)N2CCOCC2)cc(OC)c1OC(=O)c1cccc(C)c1	-5%	-11%	14%	-1%	-11	2%	0	4%	-3%	7%	0%
NC(=O)c1oc2ccc(Cl)cc2c1NC(=O)CN1CCOCC1	-8%	1%	-21%	18%	-4	16%	24	0%	-13%	13%	1%
CC1C/C(=N\NC(=S)NC(C)C)CC(C)(C)C1 (stereo unspecified)	-7%	1%	-19%	-7%	7	1%	3	0%	1%	-7%	-1%
CCCCCn1c(N)c(-c2nc3ccccc3o2)c2c([N+](=O)[O-])nn(C)c(=O)c21	?	1%	-2%	0%	-6	-3%	11	5%	-11%	3%	-1%
COc1ccc(-c2nc3c(c(=O)[nH]c(=O)n3Cc3ccccc3)n2C)cc1	?	5%	11%	0%	35	-20%	-2	-1%	-10%	-10%	-2%
O=C(NCc1cccnc1)/C(=C/c1ccc(Cl)cc1)NC(=O)c1ccccc1	1%	6%	6%	12%	-1	3%	21	0%	22%	0%	15%
COc1ccc(C2Nc3ccccc3C(=O)N2c2ccc(Cl)cc2)cc1Cn1cc([N+](=O)[O-])cn1 (stereo unspecified)	-4%	12%	6%	7%	30	7%	9	2%	-1%	.	1%
COc1ccc(/C=C\C(=O)NCC(=O)N/N=C/c2ccc(O)cc2O)cc1	?	4%	-22%	2%	-2	17%	2	9%	.	?	1%
CCC(C(=O)Nc1cnccn1)c1ccccc1 (stereo unspecified)	5%	-4%	-1%	-1%	4	-10%	20	-1%	-5%	0%	-1%
Fc1ccccc1Nc1nc2c(s1)CCc1ccccc1-2	-2%	.	-9%	0%	2	-4%	.	1%	?	0%	1%
COc1cc(NC(=O)c2cccnc2)c(Cl)cc1NC(=O)c1ccccc1	1%	.	3%	-2%	-21	-2%	-5	2%	-15%	-4%	0%
O=C(N/N=C/c1ccncc1)c1cccc(S(=O)(=O)Nc2ccc(Cl)cc2)c1	11%	?	-1%	-13%	-4	1%	-7	-1%	.	-3%	-2%
CCCN1C(=O)/C(=C/c2ccco2)SC1=Nc1ccc(OC)cc1	1%	-16%	-6%	3%	86	4%	3	1%	?	15%	2%
O=C(NNC(=O)C1COc2ccccc2O1)c1cccc([N+](=O)[O-])c1 (stereo unspecified)	?	3%	14%	-4%	9	8%	-1	7%	18%	?	-1%
COCC(C)NC(=O)c1cc(-c2ccc(O)cc2)on1 (stereo unspecified)	?	-6%	-36%	0%	-6	-5%	3	1%	-7%[11.7 µM]	-6%	1%
CCOc1ccc(NC(=O)c2ccc(NC(=O)COC(=O)Cc3ccc(OC)cc3)cc2)cc1	-5%	6%	4%	0%	-10	-2%	-5	4%	-30%	-3%	-3%
Cc1nc(C)n(C)c(=O)c1-c1ccccc1	-4%	4%	3%	2%	4	.	3	-1%	13%	1%	3%
O=C1CC(c2ccc(F)cc2)Cc2nc(N3CCN(c4ccccc4)CC3)ncc21 (stereo unspecified)	-1%	-4%	16%	3%	94	-15%	3	0%	1%	-9%	-1%
O=C(CCCCn1c(=O)c2ccccc2n(Cc2ccc(F)cc2Cl)c1=O)NCc1ccco1	?	-4%	-2%	6%	-4	3%	-2	-6%	0%	5%	2%
CC(C(=O)N1CCN(Cc2ccccc2)CC1)c1ccc([N+](=O)[O-])cc1 (stereo unspecified)	6%	2%	0%	4%	2	-11%	4	0%	.	15%	1%
Cc1ccsc1/C=N/n1c(=S)[nH]nc(C)c1=O	?	3%	5%	-9%	-7	3%	-3	4%	-9%	?	6%
COC(=O)c1cc2occc2n1Cc1ccc(Cl)cc1	6%	-6%	-15%	4%	-22	-4%	-3	0%	0%	6%	1%
C1CCCCCC(=NNc2nn[nH]n2)CCCCC1	1%	-5%	4%	6%	-4	0%	3	4%	.	-1%	-1%
CCn1c(C)c(C)c2cc(C(=O)N3CCN(c4ccccc4)CC3)ccc21	5%	-18%	-13%	28%	5	.	7	0%	?	-1%	-6%
O=C(NCC(c1cccs1)N1CCc2ccccc21)c1ccccc1 (stereo unspecified)	5%	-3%	13%	?	-9	.	-6	2%	.	.	.

Compound activity (PubChem BioAssay)

This is a subset. The share of hits here may be higher or lower than overall.
